NPY-Y1 PAM-ag – human NPY-Y1 potentiation or agonism, primary screen. NPY-Y1 expressing cells, potentiator/agonist activation. hit rate 0.37% among 220,000. P25929. activation, % at 3.6 µM; in the data active = activation above about 33%, passing the limit was not always enough;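 note: cells stimulated with NPY at EC10 then isoproterenol at EC100; 0% = low agonist plus stimulus and 100% = saturating agonist plus stimulus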
TRPML3 ag – activates the human TRPML3 channel; Q8TDD5; HEK293 TRPML3-YFP, Fluo-8 calcium fluorescence; 100% = the carbachol control signal; activation, % at 3 µM; hit rate 0.29% among 220,000;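 active = activation above its plate's cutoff, the mean activation of the plate's test wells plus 3 SD, cut at about 12% in these data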;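 note: 0% = DMSO only wells and 100% = carbachol wells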
Target sequence (Q8TDD5 whole entry, looked up): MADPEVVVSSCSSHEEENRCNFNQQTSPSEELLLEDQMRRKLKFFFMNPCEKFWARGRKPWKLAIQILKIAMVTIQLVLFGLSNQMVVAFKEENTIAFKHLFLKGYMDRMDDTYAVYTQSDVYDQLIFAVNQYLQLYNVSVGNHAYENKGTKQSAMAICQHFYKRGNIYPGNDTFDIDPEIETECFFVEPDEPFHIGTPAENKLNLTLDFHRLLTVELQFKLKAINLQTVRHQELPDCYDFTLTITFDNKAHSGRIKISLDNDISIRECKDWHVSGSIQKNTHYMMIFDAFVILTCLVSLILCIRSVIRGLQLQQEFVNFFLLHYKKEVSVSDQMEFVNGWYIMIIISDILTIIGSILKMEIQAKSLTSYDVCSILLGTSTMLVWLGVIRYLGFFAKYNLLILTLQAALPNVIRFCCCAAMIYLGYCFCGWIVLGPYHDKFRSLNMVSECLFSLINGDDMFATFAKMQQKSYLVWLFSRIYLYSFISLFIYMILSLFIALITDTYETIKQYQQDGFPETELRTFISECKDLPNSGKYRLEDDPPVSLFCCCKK
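Test system: HEK293 cells stably carrying human TRPML3-YFP; Doses: single dose, 3 µM final nominal compound, 0.3% DMSO final; Schedule: dye loading 1 h 37 °C then 30 min ambient, 125 s read; Technique: Fluo-8 calcium fluorescence; Benchmarks: high control carbachol 87 µM, low control DMSO.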
EP2 mod – EP2 receptor (human) modulation; hit rate 0.83% among 260,000; induction, % at 25 µM; EP2-expressing cells, cAMP HTRF FRET, PGE2 co-stimulation; AID 940;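 active = compounds whose cAMP rise, as percent of the full-agonist control response, exceeds 60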;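 note: rat C6 glioma line stably carrying human EP2 under a CMV promoter; the protocol text gives 20 µM as final concentration; 100% = response of wells given 1 µM PGE2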
Target sequence (P43116 whole entry, looked up): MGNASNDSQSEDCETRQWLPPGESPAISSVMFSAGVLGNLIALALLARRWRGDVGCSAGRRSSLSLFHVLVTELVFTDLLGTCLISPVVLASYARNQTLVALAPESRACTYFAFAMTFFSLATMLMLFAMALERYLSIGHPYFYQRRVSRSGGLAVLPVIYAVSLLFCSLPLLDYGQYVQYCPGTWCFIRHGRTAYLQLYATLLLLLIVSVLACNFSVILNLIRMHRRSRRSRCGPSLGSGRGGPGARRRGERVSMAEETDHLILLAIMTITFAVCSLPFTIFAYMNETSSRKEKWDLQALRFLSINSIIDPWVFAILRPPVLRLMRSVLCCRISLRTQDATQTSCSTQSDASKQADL
S1P4 antagonist – blocks the human S1P4 receptor; O95977; S1P4-expressing cells, antagonist mode, reporter read-out; inhibition, % at 4.98 µM; hit rate 0.26% among 220,000; AID 1510; in the data active = inhibition above about 29%;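 note: 0% = wells stimulated with agonist and 100% = vehicle wells without agonist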
NPY-Y2 PAM-ag – potentiators or agonists of human neuropeptide Y receptor Y2. cells expressing NPY-Y2, potentiator/agonist read-out. AID 1359. activation, % at 3.6 µM. hit rate 0.45% among 220,000; in the data active = activation above about 27%;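 note: cells stimulated with NPY near EC25 plus isoproterenol at EC100; 0% = vehicle plus submaximal agonist and 100% = vehicle plus saturating agonist; some results beyond the cut were filed as inactive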
NPY-Y1 antag – NPY-Y1 (human) receptor antagonism | P25929 | HEK293-CNG Y1 cells, membrane potential fluorescence; NPY at EC95, then isoproterenol | inhibition, % at 3.6 µM | hit rate 1% among 200,000;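 active = inhibition above the campaign mean inhibition of all tested compounds plus 3 SD, cut at about 20% in these data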;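 note: 0% = DMSO wells given NPY plus isoproterenol and 100% = isoproterenol alone without NPY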
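Assay system: HEK293 cells with Y1 receptor plus CNG channel | Probe or stimulus: NPY (25 nM), isoproterenol (1 µM), Ro 20-1724 (25 µM) | Timing: Compound incubation 1 h at room temperature, readout 45 min post-stimulation | Measured by: Membrane-potential fluorescent dye readout | Benchmarks: High control isoproterenol alone, low control NPY with isoproterenol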
S1P4 agonist – agonists of human S1P4 receptor; O95977; S1P4-expressing cell line, agonist reporter assay; activation, % at 4.98 µM; hit rate 0.35% among 220,000; AID 1509; in the data active = activation above about 11%;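 note: 0% = DMSO vehicle and 100% = reference agonist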
TRPN1 ag – agonists of zebrafish TRPN1 channel; HEK293 zebrafish TRPN1-YFP, Fluo-8 calcium fluorescence; 100% = response to 87 µM carbachol; hit rate 0.18% among 220,000; activation, % at 3 µM; AID 1424;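 active = activation above its plate's cutoff, the mean activation of test wells on that plate plus 3 SD, cut at about 19% in these data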;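 note: 0% = DMSO alone and 100% = 87 µM carbachol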
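Material: zebrafish TRPN1-YFP in HEK293 cells; Doses: single test compound dose, 3 µM nominal, 0.3% DMSO; Timing: dye loading 1 h at 37 °C, then 30 min room temperature; Technique: intracellular calcium fluorescence with Fluo-8; Benchmarks: high carbachol 87 µM, low DMSO alone.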
CHOP inh – CHOP inhibition in unfolded protein response. CHO-K1 CHOP-promoter luciferase, tunicamycin-induced, 15-18 h. inhibition, % at 10 µM. hit rate 3.8% among 220,000. AID 2732;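 active = compounds that reduced the stress-induced luciferase reporter signal by more than about 70% of percent inhibition, limit read from the data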;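 note: 0% = tunicamycin plus vehicle and 100% = wells without tunicamycin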
Starred values were filed as active, the others as inactive; nt = not tested or not shown; & = joins results of further samples.

SMILES	NPY-Y1 PAM-ag	TRPML3 ag	EP2 mod	S1P4 antagonist	NPY-Y2 PAM-ag	NPY-Y1 antag	S1P4 agonist	TRPN1 ag	CHOP inh
COc1ccc(OCCNC(=O)C(Cc2c[nH]c3ccccc23)NC(C)=O)cc1 (configuration not stated)	2.3	0.0	-13.7	-4.9	-1.3	0.3	-1.0	0.5	2.1
CCOC(=O)CC(=O)c1cc(OC)c(OC)c(OC)c1	-5.8	-0.6	5.7	-10.6	-5.1	-2.7	0.3	-0.9	1.6
CCOC(=O)c1c(C)oc2c1c1c(c3ccccc32)OCN(CCCC(=O)O)C1	-8.1	-0.9	2.1	0.0	-5.9	nt	1.6	-0.7	14.2
Cc1ccc(NC(=O)c2ncn[nH]2)cc1	2.7	0.8	-12.9	-5.5	-0.1	2.3	2.1	-2.3	-1.3
COc1ccccc1C(=O)Nc1ccc2oc(-c3ccc(F)cc3)nc2c1	-4.2	1.3	-25.6	-4.8	-9.4	5.6	0.3	-0.1	30.5
COc1ccccc1N1C(=O)[C@@H]2C(C(=O)CN3C(=O)c4ccccc4C3=O)=NN[C@@H]2C1=O	7.3	0.4	29.7	-36.2	4.2	nt	1.4	0.2	1.1
COc1ccc(NC(=O)c2ccc(Br)o2)c([N+](=O)[O-])c1	14.0	-0.7	12.8	7.5	5.8	2.2	0.7	-2.1	-17.2
CCOC(=O)N1CCN(CCC(=O)Nc2ccc(Br)cc2)CC1	-5.0	1.0	-8.6	12.5	-9.8	2.0	0.1	4.9	15.7
Cc1ccc2c(CN3CCN(S(=O)(=O)/C=C/c4ccccc4)CC3)cc(=O)oc2c1	-27.2	0.1	27.0	0.9	-12.6	5.4	4.6	0.4	23.4
CCOC(=O)CSc1nc2c(sc(=S)n2-c2ccccc2OC)c(=O)n1Cc1ccco1	8.4	40.4*	9.2	-13.7	-33.1	34.5*	3.7	12.4	14.0
COc1cc(C)c(S(=O)(=O)N2CCOCC2)cc1C(C)C	-2.9	0.2	49.6	-3.4	-13.7	2.6	-1.5	-1.1	30.9
Cc1ccccc1-n1c(=O)cc(N2CCN(C(=O)c3ccco3)CC2)[nH]c1=O	-2.1	1.1	40.3	-1.7	-5.9	2.3	0.2	0.6	10.8
O=C(Nc1ccccc1)c1cc([N+](=O)[O-])ccc1NC1CCCCC1	-23.1	0.5	33.2	-2.0	-7.6	-0.4	1.6	-0.3	36.8
COc1cc(NC(=S)NC(=O)c2ccc(F)cc2)ccc1NC(=O)c1ccco1	-14.0	1.0	10.0	-14.5	6.3	4.5	0.2	0.0	49.0
C=CCn1c(=O)c(C(=O)Nc2cccnc2)c(O)c2ccccc21	-19.3	0.7	18.7	2.4	7.7	-3.4	-1.6	0.2	2.5
CN(C(=O)c1ccno1)c1nnc(-c2ccccn2)s1	-0.4	0.7	-5.8&7.3	15.7	-13.8	-5.1	-1.5	1.7	24.8
C/C(=N/NC(=O)CSc1nc2ccccc2s1)c1ccncc1	11.8	-0.5	-17.4	-3.8	12.7	nt	-0.7	2.5	35.9
O=C(c1ccccc1-n1cccn1)N1CCc2c([nH]c3ccccc23)C1c1ccccn1 (configuration not stated)	18.9	0.6	-18.1	-14.6	-4.0	9.8	0.2	0.1	-25.1
COc1ccccc1Nc1ccncc1[N+](=O)[O-]	10.0	-0.1	-23.7	-14.0	-5.5	0.3	-0.3	-1.3	-7.3
COc1cc(CO)ccc1OCC(=O)Nc1ccc(Br)cc1	11.6	0.8	-9.0	-19.4	5.8	-4.5	0.9	1.6	5.0
CCc1nnc(N/N=C/c2c(C)[nH]c3ccccc23)n1N	-4.4	1.4	-29.7	96.7*	-6.2	1.3	-0.1	0.6	6.8
O=S(=O)(CCOc1ccccc1)c1nc2ccccc2[nH]1	-18.2	0.0	3.7	-8.5	-12.7	3.0	-0.4	0.2	35.5
COC(=O)NCC(c1ccco1)N1CCN(c2ccc(OC)cc2)CC1 (configuration not stated)	12.8	0.4	-5.3	2.2	7.6	-0.9	-0.1	0.5	-1.0
CC(=O)/C(N=Nc1ccc(C(=O)O)cc1[N+](=O)[O-])=C(\C)O	-14.6	0.2	0.5	9.5	-19.6	nt	-0.2	1.1	-16.3
Cc1ccc(/C=N/NC(=O)CNC(=O)c2cccs2)o1	-9.3	0.6	-4.2	3.6	2.1	-2.0	0.8	1.1	2.7
Later entries.
SMILES	NPY-Y1 PAM-ag	TRPML3 ag	EP2 mod	S1P4 antagonist	NPY-Y2 PAM-ag	NPY-Y1 antag	S1P4 agonist	TRPN1 ag	CHOP inh
O=S(=O)(Nc1cccc(-c2nnco2)c1)c1ccc(Cl)cc1	21.5	0.1	-15.3	2.6	16.2	nt	0.4	0.7	10.4
NC(=O)CSc1nnc(-c2ccccn2)n1Cc1ccco1	-0.2	0.9	-4.2	-8.1	-5.7	nt	2.5	0.7	-3.7
C=CCn1cnc2c(NCc3ccccc3)ncnc21	1.6	0.7	4.0	-16.0	7.0	1.7	1.0	-0.1	7.2
COc1ccc(NC(=O)CC2C(=O)N(c3cccc(C)c3)C(=O)N2C2CCCCC2)cc1 (configuration not stated)	2.2	-0.1	23.4	0.9	0.9	-1.3	0.1	-1.7	20.4
CSC1=N/C(=C\c2ccc3c(c2)OCO3)C(=O)S1	29.1	0.5	-21.9	-8.3	11.2	6.4	0.3	0.6	79.4*
CCSc1nc(N)c2c(C)c(C)sc2n1	-24.6	0.5	-19.3	-19.1	-6.9	2.9	4.8	-0.7	12.7
COc1ccccc1-c1nc2ccccc2c(=O)n1NC(=O)c1cccs1	1.2	0.6	53.6	-24.0	15.9	2.4	2.1	0.2	9.2
NC(=O)NC(=O)COC(=O)c1ccccc1Oc1ccccc1	0.4	-0.8	25.1	-9.6	4.0	-1.9	-1.4	1.8	53.7
CCCNC(=O)NCCc1c(C)[nH]c2ccccc12	7.5	-0.2	-16.1	-8.3	0.4	2.6	0.5	1.7	-3.1
CCOC(=O)N1CCN(Cc2nc3ccc([N+](=O)[O-])cc3c(=O)n2-c2cccc(OC)c2)CC1	4.0	1.6	12.8	-19.4	14.1	-5.6	2.7	1.8	14.6
CCCCc1ccc(S(=O)(=O)NNC(=S)NCc2ccco2)cc1	-1.2	0.3	2.9	-12.7	1.3	4.0	0.8	3.1	6.7
COc1ccccc1/C=C/C=N/NC(=O)Cc1cccs1	-5.2	-0.2	-53.3	2.7	-5.8	1.3	0.0	-0.4	0.4
COc1ccc(OC)c(C(=O)CSc2nnc(Cc3cccs3)n2CCc2ccccc2)c1	-3.2	-0.9	66.1*	-10.2	1.7	11.0	-0.1	-1.0	26.7
COc1ccccc1CNC(=O)C(C)c1ccc([N+](=O)[O-])cc1 (configuration not stated)	9.4	1.7	6.2	2.5	9.9	0.4	-0.6	1.9	6.1
CCCCNC(=O)c1ccc(SCC(=O)N(CC)CC)c([N+](=O)[O-])c1	6.2	0.9	-6.5	8.9	-7.9	-2.3	-0.1	-0.1	20.8
O=S(=O)(NCC(c1cccnc1)N1CCN(c2ccc(F)cc2)CC1)c1cccs1 (configuration not stated)	-4.5	-0.4	26.5	-12.1	5.3	6.4	-0.7	-1.0	10.1
CCOC(=O)c1ccc(NC(=O)COc2ccccc2CNCCc2ccccc2)cc1	-5.5	0.4	-61.7	26.4	-2.5	14.8	-3.6	0.1	61.5
CCOn1c(=O)c(-c2ccc(OC)cc2)[n+]([O-])c2ccccc21	-8.8	-0.5	27.4	-11.1	0.6	3.4	1.8	-0.7	-10.7
N#Cc1c(-c2ccco2)cc(C2CC2)nc1SCC(=O)c1ccccc1	-6.6	0.1	0.2	8.9	-7.2	5.8	1.9	1.1	17.9
C[C@@H](C(=O)NCC1CC1)[C@H]1C[C@]1(C)[C@H](NC(=O)OCc1ccccc1)c1ccccc1	1.5	-0.4	27.8	22.4	4.0	12.1	0.1	-1.8	22.5
COc1cc(S(=O)(=O)N(Cc2cccs2)CC2CCCO2)ccc1-n1cnnn1 (configuration not stated)	8.7	0.0	-17.1	-5.2	-13.5	-1.1	2.5	0.2	12.6
COc1cc(CN2CCN(C(C)C)C(CCO)C2)ccc1OCc1ccccc1 (configuration not stated)	-21.4	1.0	1.8	8.9	5.8	-1.6	-0.6	1.8	4.4
O=C(OCC(=O)N1CCOCC1)c1ccccc1SCC(=O)N1CCCC1	-2.5	-0.6	-3.7	-4.6	-4.4	0.2	-1.4	0.5	13.6
CN(C)c1nc(C#N)nc(N2CCOCC2)n1	-10.7	0.8	-2.2&-14.2	-11.5	-4.0	-0.1	1.4	0.5	-16.1
CCN1C(=O)CCC(C(=O)O)C1c1ccc(OC)cc1 (configuration not stated)	-3.8	0.3	15.3	20.4	-10.6	nt	1.7	1.4	-6.4
Later entries.
SMILES	NPY-Y1 PAM-ag	TRPML3 ag	EP2 mod	S1P4 antagonist	NPY-Y2 PAM-ag	NPY-Y1 antag	S1P4 agonist	TRPN1 ag	CHOP inh
CC(NC(=O)Cc1ccc(-c2ccccc2)cc1)c1ccccc1 (configuration not stated)	-1.4	0.9	-11.3	-29.5	-10.1	-16.9	0.3	-1.0	15.5
COc1ccc(Oc2nc3ccccc3nc2C(F)(F)F)cc1	-4.9	-0.6	20.8	-6.7	-4.0	8.9	1.3	-0.3	70.4*
COc1ccc(-c2csc3nc[nH]c(=O)c23)cc1	19.6	-0.1	4.2	1.5	11.7	1.2	0.5	-1.0	-2.8
CCOC(=O)Cc1cc(=O)c2c(=O)n(-c3ccccc3)[nH]c2[nH]1	-25.8	-0.5	15.6	8.6	2.0	-0.9	-3.8	-0.2	-15.8
CN(C)c1ccnc(NCc2ccccc2)c1C#N	-23.6	0.1	-7.7	-14.3	4.7	1.1	-0.6	0.1	-12.7
O=C(Nc1ccc(F)cc1)N1CCN(c2ncccn2)CC1	20.6	0.6	0.0	-18.1	6.3	-1.8	1.8	-0.1	-0.2
O=C(Nc1ccc(Nc2ccccc2)cc1)c1ccc(Br)o1	-2.2	0.4	-13.2	-11.4	-4.3	-2.8	-0.2	-0.1	16.4
CCOc1ccc(CC(=O)N/N=C/c2cccnc2)cc1	12.6	0.2	-38.0	7.5	5.2	nt	-0.3	-0.7	5.4
CCCCN1CNC(=S)N(CCc2ccc(OCC)c(OCC)c2)C1	3.5	-0.9	2.8	-15.8	1.9	nt	0.8	-1.6	11.1
CCc1ccc(/C=C2\SC(N3CCCC3)=NC2=O)cc1	-8.0	-0.5	14.3	-19.7	-7.5	2.8	0.3	-0.7	-8.2
Cc1ccc(Cn2nnnc2CN2CCC(NC(=O)c3ccc(Br)cc3)CC2)cc1	-6.6	0.6	-62.2	-18.0	-4.3	-2.9	0.7	-0.8	29.8
Cc1nc([N+](=O)[O-])cn1-c1nc2ccccn2c1[N+](=O)[O-]	11.0	1.1	19.6&8.2	-1.1	-2.6	nt	2.0	3.0	34.2

Only S1P4 agonist, for some of the entries so far:
Structure,S1P4 agonist
CCCCN1CNC(=S)N(CCc2ccc(OCC)c(OCC)c2)C1,0.8
CCc1ccc(/C=C2\SC(N3CCCC3)=NC2=O)cc1,0.3

From PubChem

Compounds were not picked by outcome, and some 6.5% of all compounds hit somewhere here.
